Assay outcomes deposited in PubChem BioAssay by several laboratories.
S1P2 agonist = activates the human S1P2 receptor | O95136 | S1P2-expressing cell line, agonist reporter read-out | activation, % at 4.5 µM | hit rate 0.46% among 97,000 | AID 729; in the data active = activation above about 16%;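 also: 0% = vehicle low control and 100% = maximal reference agonist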
S1P2 blocker = antagonists of human S1P2 receptor; cell-based S1P2 antagonist assay, inhibition at 5 uM; inhibition, % at 5 µM; hit rate 0.21% among 97,000; in the data active = inhibition above about 45%;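 also: CRE beta-lactamase reporter cells expressing human S1P2 stimulated with S1P; 0% = agonist at EC80 alone and 100% = agonist plus reference antagonist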
PostGolgi ctrl = growth of the yeast control strain, post-Golgi counter-screen; AID 738; hit rate 5% among 98,000; efflux-deficient yeast background strain, growth absorbance A615, 16 h; inhibition, % at 10 µM
sEH act = increases human soluble epoxide hydrolase activity; hit rate 0.04% among 91,000; purified human sEH enzymatic activity, activator screen; P34913; activation, % at 2 µM; in the data active = activation above about 37%; also: values of inactives mirror those of a sister screen read the other way
E coli WT exp = E. coli BW25113 growth inhibition, expanded screen. OD600 absorbance. hit rate 0.15% among 98,000. growth inhibition, % at 100 µM;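 active = growth inhibition above about 50% at one test dose, limit read from the data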;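 also: growth measured after 20 h incubation at 37 °C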
PostGolgi yeast = growth inhibition of a yeast mutant, post-Golgi transport screen; post-Golgi transport phenotypic cell assay; inhibition, % at 10 µM; hit rate 0.9% among 98,000; AID 739;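 also: yeast cells grown in 1536-well plates; yeast grown about 18 h at 30C before absorbance read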
sEH inhibitor = blocks human soluble epoxide hydrolase activity; inhibition, % at 2 µM; recombinant human sEH enzymatic activity assay; hit rate 0.34% among 91,000; P34913; in the data active = inhibition above about 80%; also: values of inactives mirror those of a sister screen read the other way; many of its hits are not listed in these tables
Mac1 fbg inh = blocks human CD11b/CD18 adhesion to fibrinogen; P05107+P11215; K562 CD11b/CD18 adhesion to fibrinogen, ATPlite luminescence; Mn2+ added to activate the integrin; inhibition, % at 10 µM; hit rate 0.54% among 93,000; AID 1497;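 active = primary inhibition of 50% or more at 10 µM, then 40% or more on retest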; also: some results filed as inactive read as strong as hits
PLAP act = human PLAP activation | P05187 | purified PLAP enzyme, luminescent substrate read-out; stronger effect = higher value | activation fold at 20 µM | hit rate 1.2% among 96,000; in the data active = activation fold above about 2
Target sequence (P05187 whole entry, looked up): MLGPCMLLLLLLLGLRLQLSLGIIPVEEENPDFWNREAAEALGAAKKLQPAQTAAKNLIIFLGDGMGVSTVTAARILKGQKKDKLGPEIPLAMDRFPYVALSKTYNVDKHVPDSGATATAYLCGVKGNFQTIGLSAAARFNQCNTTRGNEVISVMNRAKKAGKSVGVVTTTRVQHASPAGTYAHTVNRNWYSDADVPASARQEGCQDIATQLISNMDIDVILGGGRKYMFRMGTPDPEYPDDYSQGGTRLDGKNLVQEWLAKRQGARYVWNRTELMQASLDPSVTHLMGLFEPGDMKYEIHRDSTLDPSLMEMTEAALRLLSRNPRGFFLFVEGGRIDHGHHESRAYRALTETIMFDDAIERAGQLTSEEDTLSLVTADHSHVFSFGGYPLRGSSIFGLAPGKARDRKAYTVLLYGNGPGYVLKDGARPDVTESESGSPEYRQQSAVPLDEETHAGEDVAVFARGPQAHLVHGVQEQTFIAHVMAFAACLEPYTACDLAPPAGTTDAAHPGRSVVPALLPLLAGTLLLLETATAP
Active calls of the source: *; · = no result given. Rule as the data show it, unless noted: active = inhibition above about 30%; inactive = the rest.

mol,sEH inhibitor,PLAP act,Mac1 fbg inh,PostGolgi yeast,PostGolgi ctrl,sEH act,S1P2 blocker,S1P2 agonist,E coli WT exp
CCOC(=O)C1=C(CN2CCOCC2)NC(=O)NC1c1cc(C)ccc1C (stereo not drawn),10.0,1.1,7.6,-0.3,14.4,-5.4,4.6,-6.5,-2.0
O=C(c1cccs1)c1coc2ccc(O)c(CN(CCO)CCO)c12,-7.8,2.4*,-3.1,0.8,-7.0,5.4,-3.9,-3.9,-6.0
Cc1ccc(-n2c(C)c([N+](=O)[O-])c3ccc(O)c(CN(C)C)c32)cc1,2.9,1,5.8,-3.4,16.2,-5.0,16.9,-11.3,0.0
COc1cccc(N=c2oc3ccc(OC)cc3cc2-c2nc3ccccc3[nH]2)c1,-4.2,1.2,5.4,14.7,2.3,6.3,24.9,-3.4,1.0
O=C(Nc1ccccc1)c1ccc(S(=O)(=O)N(CCO)CCO)cc1,6.9,0.9,-18.8,-12.1,30.0,-7.0,12.0,-2.4,0.0
COc1ccc(-c2noc(CSc3nc(-c4ccccc4)cc(=O)[nH]3)n2)cc1OC,5.0,1.4,-10.9,-0.1,-0.9,-5.3,-11.2,-7.6,-4.0
CCCOC(=O)CSc1nnc(-c2ccccc2Cl)o1,0.2,1.1,-9.7,-4.2,-0.9,-0.7,13.4,-5.3,-5.0
COc1ccc(C2(O)CCN(C(=O)c3c(F)cccc3F)CC2)cc1,13.2,1,-6.0,-3.6,0.9,-12.9,4.4,-6.7,2.0
Cc1ccc(SCc2[nH]nc3c2C(c2cccnc2)C(C#N)=C(N)O3)cc1 (stereo not drawn),8.9,1.2,-5.4,4.8,4.5,-7.9,9.7,-1.6,-5.0
CCCS(=O)(=O)N1CCCC(C(=O)NCCCN2CCN(c3ccccc3F)CC2)C1 (stereo not drawn),26.9,1.4,·,-3.5,-6.3,-28.9,-20.4,-2.7,5.0
CC1=C(C(N)=O)C(c2cccnc2)n2nc(-c3cccc(Cl)c3)nc2N1 (stereo not drawn),8.4,1.1,16.5,6.6,5.5,-9.4,-6.3,-3.2,4.0
COc1ccc(OC)c(NC(=O)C2CCN(c3cc(-c4ccccc4)nc4ncnn34)CC2)c1,4.7,0.8,-1.2,0.3,13.6,-3.3,-3.1,-4.5,-3.0

Ordered by count of non-hydrogen atoms (rising): five of the compounds above
mol,sEH inhibitor,PLAP act,Mac1 fbg inh,PostGolgi yeast,PostGolgi ctrl,sEH act,S1P2 blocker,S1P2 agonist,E coli WT exp
O=C(Nc1ccccc1)c1ccc(S(=O)(=O)N(CCO)CCO)cc1,6.9,0.9,-18.8,-12.1,30.0,-7.0,12.0,-2.4,0.0
Cc1ccc(SCc2[nH]nc3c2C(c2cccnc2)C(C#N)=C(N)O3)cc1 (stereo not drawn),8.9,1.2,-5.4,4.8,4.5,-7.9,9.7,-1.6,-5.0
COc1ccc(-c2noc(CSc3nc(-c4ccccc4)cc(=O)[nH]3)n2)cc1OC,5.0,1.4,-10.9,-0.1,-0.9,-5.3,-11.2,-7.6,-4.0
CCCS(=O)(=O)N1CCCC(C(=O)NCCCN2CCN(c3ccccc3F)CC2)C1 (stereo not drawn),26.9,1.4,·,-3.5,-6.3,-28.9,-20.4,-2.7,5.0
COc1ccc(OC)c(NC(=O)C2CCN(c3cc(-c4ccccc4)nc4ncnn34)CC2)c1,4.7,0.8,-1.2,0.3,13.6,-3.3,-3.1,-4.5,-3.0

(further entries)
mol,sEH inhibitor,PLAP act,Mac1 fbg inh,PostGolgi yeast,PostGolgi ctrl,sEH act,S1P2 blocker,S1P2 agonist,E coli WT exp
O=C(CSc1nc2ccccc2c(=O)n1Cc1ccco1)NCc1ccccc1,12.1,·,·,·,·,-12.0,4.6,-13.5,·
COc1ccc(Br)cc1S(=O)(=O)N1CC(C)OC(C)C1 (stereo not drawn),-0.9,·,·,·,·,3.3,5.8,-5.5,·
Cc1ccc2c(c1)NC(=O)C(CC(=O)NCc1ccc(F)cc1)O2 (stereo not drawn),7.5,0.9,-22.0,-0.4,-1.1,-6.9,4.7,-1.9,3.0
COc1ccc(CN(CCN(C)C)Cc2ccccc2)c(OC)c1,-4.3,1.7,-9.8,3.1,20.5,6.1,-5.2,-8.0,0.0
CCn1c(=O)n(CC(=O)N(C)Cc2ccccc2)c(=O)c2ccccc21,6.5,1.2,17.7,7.9,2.4,-3.4,8.7,-2.6,-2.0
N#Cc1nc(-c2cccs2)oc1N1CCN(Cc2ccccc2)CC1,1.1,1.2,16.2,2.4,14.5,0.1,-25.5,-2.4,-19.0
CC(=O)c1c(O)cc(C)n(Nc2nc(C)cc(C)n2)c1=O,-10.1,1.1,-11.3,0.8,-2.7,8.0,-3.1,-0.4,1.0
Cn1nc(-c2ccc(C(=O)Nc3cccnc3)cc2)c2ccccc2c1=O,2.1,1,9.9,-0.2,-4.3,1.1,-24.1,-2.6,0.0
CCCn1nnc(NC(=O)c2sc3ccccc3c2Cl)n1,17.9,1,5.2,-7.5,-12.6,-18.1,27.3,-2.0,11.0
COc1ccc(-c2nn(-c3ccccc3)cc2/C=N/N2C(=O)CSC2=S)cc1,-1.0,1.6,10.5,86.4*,85.3*,0.3,-0.7,-4.8,-3.0
CCCNS(=O)(=O)c1cccc(C(=O)NC2CCCc3ccccc32)c1 (stereo not drawn),66.6,1,-43.9,-0.1,0.8,-67.2,-14.4,-2.8,2.0
O=C(NCCCN1CCN(Cc2ccccc2)CC1)C1CCN(S(=O)(=O)N2CCCC2)CC1,-12.0,1.5,7.4,-4.7,-6.5,10.6,10.8,-0.9,13.0
COc1ccccc1OC(=O)c1ccc(SC)cc1OC,-1.3,1,2.2,2.6,8.8,-0.1,10.8,-2.9,-4.0
Cc1c(NC(=O)c2ccc(N3CCCC3)c([N+](=O)[O-])c2)cccc1-c1nc2ccccc2s1,78.0,1.2,-18.6,-1.7,-3.6,-78.0,-2.3,-8.1,-21.0
Nc1nonc1/C(=N/O)N1CCN(CCO)CC1,·,0.9,-2.0,-7.3,-11.6,·,·,·,-4.0
COC(=O)c1cccc(S(=O)(=O)N2CCC(c3nc4ccccc4o3)CC2)c1,3.2,·,·,·,·,1.7,-21.6,2.8,·
CCCCn1c(SCC(=O)NCc2ccco2)nc2ccc(N3CCOCC3)cc2c1=O,·,1.4,-16.3,2.8,9.1,·,·,·,1.0
COc1cccc(NC(=O)c2cn(C)c(=O)c3cc(OC)c(OC)cc23)c1,-8.6,1.3,·,-0.3,4.0,10.6,-29.2,28.0*,-3.0
CCOc1cc2[nH]c(=O)n(CCCC(=O)NCc3ccc(OC)cc3)c(=O)c2cc1OCC,2.9,1.1,·,-1.0,-2.3,-5.8,11.1,-7.2,-1.0
CN1CCN(c2nc3c(c(=O)[nH]c(=O)n3C)n2CC(N)=O)CC1,8.7,1,-1.5,-1.5,11.9,-8.1,0.3,-11.5,6.0
COc1ccc(-c2nnc(-c3cc(OC)c(OC)c(OC)c3)o2)cc1OC,1.6,·,·,·,·,3.4,-35.7,10.0,·

Records listed above that bear a hit mark in PLAP act.
SMILES | sEH inhibitor | PLAP act | Mac1 fbg inh | sEH act | S1P2 blocker | S1P2 agonist
O=C(c1cccs1)c1coc2ccc(O)c(CN(CCO)CCO)c12 | -7.8 | 2.4* | -3.1 | 5.4 | -3.9 | -3.9
